High-throughput results from PubChem BioAssay.
NPC1 promoter act – qHTS Assay for NPC1 Promoter Activators; Potency, µM (doses to about 9.22 µM), without a hit: top-dose activation, usual class: activators; 2.4% of 320,000 active; AID 485313, 2010; Huh7 NPC1 promoter luciferase reporter, 24 h;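 also: % of control where 0% means no effect; nearly all actives have a fitted effect of over 60% in size; reporter is driven by a mutant NPC1 promoter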
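Compounds in DMSO were transferred onto Huh7 NPC1-luciferase reporter cells pre-incubated 2 h; after 24 h at 37 °C, Amplite reagent was dispensed and luminescence recorded 10 min later.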
uPA surface inh – qHTS for Inhibitors of Cell Surface uPA Generation; cell surface uPA generation assay, qHTS; Potency, µM (titrated, usually from 38.3 µM), without a hit: top-dose activity change, negative = inhibition, usual class: inhibitors; 0.31% of 330,000 active; active = well fitted inhibition curve with a large enough effect; inconclusive = small, poorly fitted or top-dose-only effect; inactive = no such curve, though single readings can be large or run the other way; tested in mouse RAW 264.7 cells; also: % is scaled to controls: 0 for no effect and ±100 for the full control effect; nearly all actives have a fitted effect of over 55% in size
VP16 counter – VP16 counterscreen qHTS for inhibitors of ROR gamma transcriptional activity | Drosophila S2 Gal4-VP16 UAS-luciferase, luminescence, 20 h | Potency, µM (doses to about 53.6 µM), without a hit: at the highest dose activity, negative = inhibition, usual class: inhibitors | 3.5% of 310,000 active | AID 2546, 2010;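 also: Gal4-VP16 expression switched on by copper sulfate through the metallothionein promoter; % is scaled to controls: 0 for no effect and ±100 for the full control effect; nearly all actives have a fitted effect of over 50% in size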
Rab9 prom act – qHTS Assay for Rab9 Promoter Activators | Huh7 Rab9 promoter-luciferase reporter, luminescence, 24 h | 2.8% of 320,000 active | Potency, µM (series often up to 9.22 µM), for the others: top-dose activation, negative = inhibition, hits mostly activators; also: % of control where 0% means no effect; nearly all actives have a fitted effect of over 60% in size
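Quantitative HTS format; Huh7 Rab9-luciferase reporter cells (1500/well) receive compound 2 h post-plating, incubate 24 h at 37 °C, then get luciferase reagent for 10 min before luminescence reading.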
MBNL1 CUG block – qHTS Assay for Inhibitors of MBNL1-poly(CUG) RNA binding. Muscleblind-like protein 1 (Homo sapiens), Q9NR56. TR-FRET MBNL1-His/biotin-(CUG)12 binding, 665/545 ratio. Potency, µM (doses to about 57.5 µM), inactives show at the top dose activity change, negative = inhibition, hits mostly inhibitors. 0.036% of 280,000 active. AID 2675, 2010; active = well fitted inhibition curve with a large enough effect in the signal ratio, with a control signal flat, not every such curve was filed as active; inconclusive = small, poorly fitted or top-dose-only effect, or effect the other way, or a change in a side signal; inactive = no such curve, though single readings can be large or run the other way; the % refers to the signal ratio; also: % is scaled to controls: 0 for no effect and ±100 for the full control effect
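TR-FRET between His-tagged MBNL1 and biotin-(CUG)12 RNA, detected with Tb anti-His antibody (0.055 ng/ul) and streptavidin-XL665 (5 nM), 60 min at room temperature. Compounds titrated 92 nM to 58 uM; 665/545 nm ratio normalized to buffer and complex controls.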
RORg inh – qHTS for inhibitors of ROR gamma transcriptional activity; AID 2551, 2010; Nuclear receptor ROR-gamma (Mus musculus), P51450; Potency, µM (series often up to 53.6 µM), inactives show top-dose activity change, negative = inhibition, usual class: inhibitors; 5.4% of 310,000 active; Drosophila S2 Gal4-RORgamma UAS-luciferase reporter, 20 h; also: % is scaled to controls: 0 for no effect and ±100 for the full control effect; nearly all actives have a fitted effect of over 60% in size
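Stable Schneider cell line, Gal4 DNA-binding domain fused to ROR gamma, UAS-luciferase. Cmpd 1 hr RT → CuSO4 700 uM final → 20 hr RT → luciferase reagent 10 min → luminescence.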
ELG1 genotox – qHTS screen for small molecules that induce genotoxicity in human embryonic kidney (HEK293T) cells expressing luciferase-tagged ELG1. HEK293T ELG1-luciferase reporter, luminescence, 16 h. Potency, µM (series often up to 46 µM), inactives show top-dose activity change, positive = activation, most hits filed as activators. 1.3% of 330,000 active. AID 504466, 2011; also: % of control where 0% means no effect; nearly all actives have a fitted effect of over 60% in size
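Step 1: seed 2,000 HEK293T ELG1-luciferase cells per well. Step 2: add compound or DMSO, incubate 16 hr at 37 °C. Step 3: ONE-Glo, 30 min at room temperature, read luminescence.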
CXXC DNA block – qHTS Fluorescence Polarization Assay for Inhibitors of MLL CXXC domain - DNA interaction; Histone-lysine N-methyltransferase 2A (Homo sapiens), Q03164; MLL-CXXC / FITC-HOXA9 DNA fluorescence polarization; Potency, µM (top dose mostly 115 µM), inactives show at the top dose activity change, negative = inhibition, hits mostly inhibitors; 0.037% of 290,000 active; active = well fitted inhibition curve with a large enough effect in the polarisation, with a control signal flat, not every such curve was filed as active; inconclusive = small, poorly fitted or top-dose-only effect, or effect the other way, or a change in a side signal; inactive = no such curve, though single readings can be large or run the other way; the % refers to the polarisation
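Fluorescence polarization: 7 uM MLL-CXXC (stock) preincubated 5 min with compounds, then 50 nM fluorescein-HOX-A9 DNA (stock) added; 30 min ambient. Buffer 50 mM Tris-HCl pH 7.5, 50 mM NaCl, 1 mM DTT, 0.05% BSA.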
BRCA1 expr up – qHTS Assay to Identify Small Molecule Activators of BRCA1 Expression | MCF7-BRCA1-FFLuc reporter, luminescence, 48 h; response scale: scaled: vehicle 0%, 10 µM genistein 100% | Potency, µM (highest dose often 46.1 µM), for inactives: at the top dose activation, most hits filed as activators | 1.1% of 380,000 active; also: nearly all actives have a fitted effect of over 80% in size; some results filed as inactive show a strong effect at the top dose
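48 h compound treatment of MCF7-BRCA1-FFLuc cells (phenol-red free MEM, 37 °C), then 15 min with luciferase substrate and luminescence imaging.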
p53 reactivator – qHTS assay for re-activators of p53 using a Luc reporter; 0.063% of 320,000 active; H1299 p53-A138V BP100-luciferase reporter, luminescence, 24 h; AID 504706, 2011; Potency, µM (titrated, usually from 92.2 µM), for inactives: at the top dose activity change, positive = activation, usual class: activators; also: % of control where 0% means no effect; nearly all actives have a fitted effect of over 45% in size
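p53-null H1299 cells stably carrying temperature-sensitive p53-A138V and a BP100-luciferase reporter were pinned with compounds (4-point, 1:5 series) and held 24 hrs at 37 deg C. Luminescence was read 10 min after detection reagent.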
FLuc counter – qHTS profiling assay for firefly luciferase inhibitor/activator using purifed enzyme and Km concentrations of substrates (counterscreen for miR-21 project). Luciferin 4-monooxygenase (Photinus pyralis), P08659. purified FLuc, Km substrates, luminescence inhibition. Potency, µM (highest dose often 57.5 µM), without a hit: top-dose activity change, negative = inhibition, hits mostly inhibitors. 6.9% of 360,000 active. AID 588342, 2011;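 also: plate controls were vehicle for no effect and reference inhibitor for full effect; nearly all actives have a fitted effect of over 55% in size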
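Purified P. pyralis luciferase, 10 nM final, with Km-level 10 uM D-luciferin and 10 uM ATP in 50 mM Tris acetate pH 7.5, 10 mM Mg acetate, 0.01% Tween-20, 0.05% BSA; 6-point qHTS titration about 60 µM downward; luminescence read.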
An asterisk follows results filed as active; u = inconclusive; x = not tested or not shown; & = joins results of further samples; [ ] = remark or other dose. Unless noted, calls follow the shape of the dose curve; as a rule, active = well fitted curve in the direction sought with a large enough effect; inconclusive = small, poorly fitted or top-dose-only effect, or another doubt; inactive = no such curve, though single readings can be large; an effect the other way counts as inactive or inconclusive. Potency is read from the fitted curve at half-maximal effect. These rows are one share of the data. The share of hits here may be higher or lower than overall.

SMILES | NPC1 promoter act | uPA surface inh | VP16 counter | Rab9 prom act | MBNL1 CUG block | RORg inh | ELG1 genotox | CXXC DNA block | BRCA1 expr up | p53 reactivator | FLuc counter
CC(=O)Nc1ccccc1OCC(=O)NC(C)c1ccc(F)cc1 (configuration not stated) | -2% | -9% | 2% | 0% | u | 21% | 2% | -9% | -18% | -2% | 2%
COc1cc(S(=O)(=O)NC2CCCCC2)ccc1F | 6% | x | -13% | -7% | -7% | -19% | 0% | 8% | -2% | -4% | -4%
COCCCN1C(=O)c2ccc(C(=O)NCc3ccccn3)cc2C1=O | -3% | 6% | 8% | 0% | u | 19% | -1% | -4% | -1% | 14% | 3%
CCCCN(CC)C(=O)Cn1ncc2c3ccccc3n(CCC)c2c1=O | -1% | 3% | -1% | 2% | -9% | 23% | -7% | 0% | -31% | -1% | 0%&5%
Cc1ccc(OCCC(=O)OCC(=O)N2CCN(S(=O)(=O)c3ccc(Cl)cc3)CC2)cc1 | -7% | -9% | x | -3% | x | x | 4% | x | 0% | u | -7%
O=C(NNC1CC(=O)N(c2ccc(Cl)cc2)C1=O)c1ccco1 (configuration not stated) | -6% | 5% | 16% | 13% | -1% | 0% | 0% | 1% | -4% | -2% | -2%
COc1cc(CN(C)Cc2cccc3ccccc23)cc([N+](=O)[O-])c1O | 0% | -12% | -5% | -4% | 16% | -24% | -4% | 12% | 15% | x | -2%
O=C(NCCc1ccccc1Cl)C1CCC(=O)N(CCCc2ccccc2)C1 (configuration not stated) | -8% | 10% | -9% | 1% | -7% | 4% | -1% | 6% | -1% | -8% | 1%
CCOCCn1c(SCc2ccccc2)nc2c1c(=O)[nH]c(=O)n2C | 1% | -12% | 3% | -6% | u | -6% | 6% | 0% | 25% | -4% | 0%
COC(=O)Cn1cc(/C=C/[N+](=O)[O-])c2ccccc21 | -3% | -6% | u | u | 7% | 10µM* | 16% | -11% | -28% | -12% | -8%
Cc1cnc(NC(=O)c2ccc(-c3ccc([N+](=O)[O-])cc3)o2)s1 | -4% | 8% | x | -4% | x | x | 0% | x | -10% | 5% | -4%
Cc1nnc(SCC(=O)N2N=C(c3ccc(Cl)cc3)CC2c2ccco2)[nH]c1=O (configuration not stated) | 6% | -12% | -11%[10 µM] | 1% | 11% | 12% | 8% | 13% | -20% | -4% | u
CCOc1ccc(C(=O)NCC(=O)N2CCCCCCC2)cc1OCC | 2% | 2% | x | -5% | x | x | 0% | x | -6% | 3% | 1%
Cc1nn(C)c(C)c1CNC(=O)Nc1cccc(Cl)c1C | 14% | 2% | 4% | 23% | 9% | 2% | 0% | -1% | 67% | 16% | -11%
O=C1c2ccccc2C(=O)N1CCCON1C(=O)c2ccccc2C1=O | 3% | 2% | 2% | 2% | 28% | -3% | 2% | 2% | -10% | -3% | 2%
O=C1CS/C(=N/N=C/c2ccco2)N1Cc1ccc(F)cc1 | 1% | 0% | -11% | 11% | 27% | 36% | -1% | 4% | 23% | 1% | 0%
Nn1c(SCC(=O)NC(=O)NCc2ccccc2)nnc1C1CC1 | -3% | -2% | 0% | 1% | -2% | 3% | 2% | 7% | 22% | 0% | 6%
O=c1ccnc(Nc2ccc3c(c2)OCCO3)[nH]1 | -9% | 4% | -8% | 0% | -10% | -2% | 0% | -3% | 57% | -3% | 1%
Brc1ccccc1C1=Nn2c(nnc2-c2ccccc2)SC1 | -2% | -5% | u | 3% | u | -17% | -5% | -6% | -57% | -8% | -1%
Cc1oc(S(=O)(=O)N2CCCCC2)cc1NC(=O)Nc1ccc(F)cc1 | 9% | 0% | -5% | -1% | -4% | 23% | -1% | -14% | 9% | -2% | -2%
CSc1nc2sc3c(c2c(=O)[nH]1)CCC3 | -2% | -5% | 0% | -1% | 43%[activator] | 0% | 3% | 27% | 13% | -11% | -12%
O=C(N/C(=C\c1ccc(Br)cc1)C(=O)N1CCOCC1)c1ccc(Br)o1 | 2% | 1% | -25% | -3% | 7% | 25% | -4% | 0% | -4% | 2% | -1%
c1ccc(-c2ccc(-c3nccc4ccccc34)[nH]2)cc1 | u | x | 10µM* | 1µM* | 12% | 5µM* | u | 110%[activator] | x | -5% | 0.15µM*
COc1cc(OC)cc(C(=O)NNC(=O)c2cc3ccccc3cc2O)c1 | 1% | 5% | 4% | -4% | 2% | -35% | -5% | 39%[activator] | -63% | 7% | 0%
O=C(COc1ccc(F)c(Cl)c1)N1CCCCCCC1 | -2% | -1% | 8% | 0% | 7% | 15% | 0% | -9% | -2% | -2% | -6%

As entered above.
Under BRCA1 expr up, CCOc1ccc(C(=O)NCC(=O)N2CCCCCCC2)cc1OCC is listed with -6%
Under FLuc counter, O=C(NCCc1ccccc1Cl)C1CCC(=O)N(CCCc2ccccc2)C1 (configuration not stated) is listed with 1%
Under uPA surface inh, Cc1nnc(SCC(=O)N2N=C(c3ccc(Cl)cc3)CC2c2ccco2)[nH]c1=O (configuration not stated) is listed with -12%

Among those listed so far, 3 contain an aryl methoxy group.
SMILES | NPC1 promoter act | uPA surface inh | VP16 counter | Rab9 prom act | MBNL1 CUG block | RORg inh | ELG1 genotox | CXXC DNA block | BRCA1 expr up | p53 reactivator | FLuc counter
COc1cc(S(=O)(=O)NC2CCCCC2)ccc1F | 6% | x | -13% | -7% | -7% | -19% | 0% | 8% | -2% | -4% | -4%
COc1cc(CN(C)Cc2cccc3ccccc23)cc([N+](=O)[O-])c1O | 0% | -12% | -5% | -4% | 16% | -24% | -4% | 12% | 15% | x | -2%
COc1cc(OC)cc(C(=O)NNC(=O)c2cc3ccccc3cc2O)c1 | 1% | 5% | 4% | -4% | 2% | -35% | -5% | 39%[activator] | -63% | 7% | 0%

Next results
SMILES | NPC1 promoter act | uPA surface inh | VP16 counter | Rab9 prom act | MBNL1 CUG block | RORg inh | ELG1 genotox | CXXC DNA block | BRCA1 expr up | p53 reactivator | FLuc counter
COc1cc(C(=O)N=c2sc3ccccc3n2C)cc(OC)c1OC | 12% | 9% | 8% | u | -3% | 32% | 5% | -2% | 17% | 5% | u
CCS(=O)(=O)c1ccc(O)c(NC(=O)COc2ccccc2)c1 | -3% | 0% | -5% | 1% | -1% | 29% | 0% | -12% | -14% | 2% | -6%
CN1C(=O)/C(=C\c2ccc(-c3ccccc3)o2)SC1=S | 25% | 3% | -5% | u | 2% | -10% | 10% | -29% | -29% | 6% | 2.4µM*
O=C(O)/C=C/C(=O)Nc1ccc(S(=O)(=O)N2CCCC2)cc1 | -3% | -9% | -4% | 2% | u | 12% | 6% | -16% | 4% | u | -9%
Cc1ccc(S(=O)(=O)N2CCN(C(=O)NCc3ccc(C(=O)O)cc3)CC2)cc1 | 8% | 3% | -10% | u | 3% | 3% | 24% | 14% | -12% | 10% | 1%
Cc1ccc(S(=O)(=O)CCC(=O)Nc2ccc3c(c2)OCO3)cc1 | -1% | 1% | -14% | -14% | -3% | -13% | 0% | -7% | 0% | 6% | 0%
NC(=O)c1ccc(NC(=O)CN2CCN(C(=O)c3ccco3)CC2)cc1 | -3% | 1% | -2% | 5% | 1% | -29% | 4% | 4% | -1% | 8% | 1%
Cc1ccc(C#CC(C)(O)C(C)(C)C)cn1 (configuration not stated) | 2% | -13% | 2% | -6% | -7% | 26% | 1% | u | -5% | 2% | -6%
COCCn1nnnc1CN1CCC(NC(=O)Nc2cccc(OC)c2)CC1 | 7% | 6% | -1% | 2% | -6% | 0%[10 µM] | 0% | -3% | 4% | -7% | 0%
COc1ccc(/C=C(\C#N)C(=O)Nc2cccc(C)n2)cc1 | 0% | -3% | -14% | 5% | -2% | -8% | 2% | -7% | -11% | 0% | 0.95µM*
